Compound activity: PubChem BioAssay, National Center for Advancing Translational Sciences (NCATS)
Akt phos inh – HTS Assay for Inhibitors of Akt Phophorylation: Primary Screen. Neuro2A IGF-stimulated pAkt S473 HTRF, 20 min; hits give low values. activity change, % for hits at 50 µM. 360,000 compounds, 0.32% hits. AID 651550, 2012; in the data active = activity change below about -80%; inconclusive = mostly about -51% to -80%; also: % is scaled to controls: 0 for no effect and ±100 for the full control effect
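Single-point screen (50 µM final compound) in Neuro2A cells stimulated 20 min with 6 nM IGF at 37 deg C. After lysis, Ser473-phosphorylated Akt read by HTRF (ex 330 nm, em 615/665 nm) as the 665/615 ratio.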
Nrf2 activator – qHTS of Nrf2 Activators. Potency, µM (titrated, usually from 46.1 µM), for the others: at the highest dose activation, usual class: activators. AREc32 ARE-luciferase reporter (MCF7-derived line), luminescence, 24 h. AID 624171, 2012. 410,000 compounds, 0.31% hits; also: potency is read from the fitted curve at half-maximal effect; % of control where 0% means no effect; nearly all actives have a fitted effect of over 65% in size
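Luciferase luminescence (Steady-Glo, 30 min at room temperature) served as the read-out of ARE activation in AREc32 cells treated with compounds for 24 hr at 37 deg C.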
Nrf2 inh – Nrf2 qHTS screen for inhibitors; 360,000 compounds, 2.1% hits; Potency, µM (series often up to 46 µM), for the others: top-dose activity change, negative = inhibition, hits mostly inhibitors; A549 ARE-Fluc reporter, luciferase luminescence, 18-24 h; also: potency is read from the fitted curve at half-maximal effect; % is scaled to controls: 0 for no effect and ±100 for the full control effect; nearly all actives have a fitted effect of over 60% in size
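Nrf2 function is reported as luminescence of an ARE-controlled luciferase in A549 cells. Compounds were tested at several concentrations, and a CellTiter-Fluor read on the same wells flagged cytotoxicity.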
MmCpn inh – Inhibitors of TCP-1 ring complex (TRiC) of Methanococcus maripaludis (MmCpn): qHTS; Potency, µM (titrated, usually from 76.9 µM), for the others: top-dose activity, negative = inhibition, actives largely listed as inhibitors; Chaperonin Mm-Cpn (Methanococcus maripaludis); purified Mm-Cpn ATPase, ADP Transcreener TR-FRET; 330,000 compounds, 0.031% hits; AID 504842, 2011; also: potency is read from the fitted curve at half-maximal effect; % is scaled to controls: 0 for no effect and ±100 for the full control effect; nearly all actives have a fitted effect of over 80% in size
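Reaction buffer contained 30 mM Tris pH 7.4, 100 mM KCl, 5 mM MgCl2 and 1 mM DTT. Mm-CPN (25 nM final) hydrolysed 10 uM ATP over 30 min at 37°C; ADP was read by HTRF.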
ATXN viability – Viability Counterscreen for Primary qHTS for Inhibitors of ATXN expression; Potency, µM (series often up to 56.7 µM), hits mostly cytotoxic; 400,000 compounds, 0.49% hits; AID 651635, 2014; S2 cells (HEK-293 line with an ATXN2-luciferase reporter) viability, CellTiter-Fluor protease fluorescence, 24 h; also: potency is read from the fitted curve at half-maximal effect; nearly all actives have a fitted effect of over 40% in size
A549 viability – Nrf2 qHTS screen for inhibitors: counterscreen for cytotoxicity | A549 ARE-Fluc cells, CellTiter-Fluor viability, 18-24 h | Potency, µM (top dose mostly 46 µM), for the others: at the top dose activity change, negative = cytotoxicity, hits mostly inhibitors | 390,000 compounds, 0.16% hits | AID 504648, 2011; also: potency is read from the fitted curve at half-maximal effect; % is scaled to controls: 0 for no effect and ±100 for the full control effect
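Cytotoxicity counterscreen: CellTiter-Fluor fluorescence was measured in A549 ARE_Fluc cells after 18-24 h of compound exposure in a concentration series. The subsequent BugLite luminescent read reports ARE-luciferase activity.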
HepG2 tox – qHTS for Inhibitors of TGF-b: Cytotox Counterscreen; HepG2 CAGA-GFP viability, ATP luminescence, 18 h; Potency, µM (highest dose often 46.1 µM), inactives show top-dose activity change, negative = cytotoxicity, most hits filed as cytotoxic; 410,000 compounds, 0.76% hits; also: potency is read from the fitted curve at half-maximal effect; some results filed as inactive show a strong effect at the top dose
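HepG2 CAGA-GFP cells (1000/well, DMEM with 1% FBS) received compound, then TGF-beta at 500 pg/mL final, and were incubated 18 hours at 37 degrees C. Viability was read by CellTiter-Glo luminescence. Media-only wells were set as complete cell-killing and DMSO as no toxicity.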
TGFb inhibitor – qHTS for Inhibitors of TGF-b | HepG2 CAGA-GFP TGF-b/SMAD3 reporter, GFP fluorescence, 18 h; TGF-beta stimulated, 500 pg/mL final | Potency, µM (top dose mostly 46.1 µM), inactives show at the top dose activity, negative = inhibition, actives largely listed as inhibitors | 410,000 compounds, 1.2% hits | AID 588855, 2011; also: potency is read from the fitted curve at half-maximal effect; % is scaled to controls: 0 for no effect and ±100 for the full control effect; nearly all actives have a fitted effect of over 65% in size
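GFP signal (ex488/em500-530) from TGF-beta-stimulated HEPG2 CAGA-GFP cells, 500 pg/mL final, 18 h at 37 degrees C in DMEM plus 1% FBS, normalized to unstimulated and DMSO-stimulated controls.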
CCT modulator – High-Throughput Screening for Modulators of Cytosolic Chaperonin Activity; purified chaperonin ATPase assay, HTRF ADP detection, 30 min; activity change, % (concentration not given with the values), hits read low; 360,000 compounds, 0.3% hits; AID 651819, 2012; in the data active = activity change below about -30%; also: % is scaled to controls: 0 for no effect and ±100 for the full control effect
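TRiC at 40 or 20 nM final (batch-dependent) in 30 mM Tris pH 7.4, 100 mM KCl, 5 mM MgCl2, 1 mM DTT, with compound at single 76 uM and 10 uM ATP, 30 min at 37 deg C. ADP detected by HTRF Transcreener, 665/615 ratio.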
* = called active by the depositor; i = inactive; ? = inconclusive; / = no result given; & = joins results of further samples. Unless noted, calls follow the shape of the dose curve; as a rule, active = well fitted curve in the direction sought with a large enough effect; inconclusive = small, poorly fitted or top-dose-only effect, or another doubt; inactive = no such curve, though single readings can be large; an effect the other way counts as inactive or inconclusive.

Values run as follows: Akt phos inh	Nrf2 activator	Nrf2 inh	MmCpn inh	ATXN viability	A549 viability	HepG2 tox	TGFb inhibitor	CCT modulator
1) CCOC(=O)NCC(C#CCN(CC)CC)N(CC)CC (centres undefined)
  i	-0.1%	/	-2%	i	2%	10%	13%	-8.0
2) COc1ccc(C(=O)NNC(=O)CSc2nc3c([nH]2)c(=O)n(C)c(=O)n3C)cc1
  i	-0.9%	11%	1%	/	0%	-4%	-6%	2.1
3) O=C(Nc1cccc(-c2nc3cccnc3s2)c1)C1c2ccccc2Oc2ccccc21
  i	12%	-5%	-6%	?	-3%	-19%	-26%	0.0
4) CC1(C)CC2(CCO1)OC(=O)CC2C(=O)Nc1c(Cl)cccc1Cl (centres undefined)
  i	-0.8%	-7%	-1%	i	-5%	9%	-7%	1.5
5) COc1ccc(CN2C(=O)C(NC(=O)c3ccccc3C)(C(F)(F)F)N=C2c2ccccc2)cc1 (centres undefined)
  /	-0.7%	-8%	/	i	-6%	-27%	1%	/
6) COc1ccc2c3c1OC1CC(O)C=CC31CCN(C)C2 (centres undefined)
  i	-0.3%&-0.5%	-2%&1%	1%&0%	i	0%&0%	2%&-3%	20%&8%	0.0&1.0
7) CC1=C(C(=O)Nc2cc(C)ccc2C)C2(CCCCCC2)OC1=O
  /	0.1%	?	/	/	13%	1%	-17%	/
8) Cc1cccc(NC2=C(C#N)C(=O)NC3(CCCC3)S2)c1
  i	-0.4%	4%	-25%	i	0%	3%	-10%	1.4
9) COc1ccc(S(=O)(=O)N2CCc3ccccc32)cc1C(=O)Nc1ccc(C(N)=O)cc1
  i	-2.2%	?	0%	?	-20%	-90%	?	-0.1
10) COC(=O)N[C@@H]1C[C@H]2[C@@H]3CC[C@H]4C[C@@H](OC)CC[C@]4(C)[C@H]3CC[C@]12C
  i	6.8%	?	1%	i	0%	1%	?	0.7
11) COC(CNC(=O)C1CCN(C(=O)c2cc3oc(C)cc3n2Cc2c(F)cccc2Cl)CC1)OC
  i	4.2%	?	0%	i	-1%	-42%	?	-0.5
12) CN(Cc1ccccc1)c1nc2c(c(=O)[nH]c(=O)n2C)n1Cc1ccccc1Cl
  i	-0.2%	?	-2%	?	-7%	-15%	?	1.0
13) Cc1ncoc1C(=O)N1CCCC(C(=O)c2ccc(C(F)(F)F)cc2)C1 (centres undefined)
  i	0.5%	?	5%	i	2%	-25%	0%	-0.4
14) Cn1c(CC(=O)Nc2ccccc2F)nnc1SCC(=O)NC1CCCC1
  i	0.2%	?	-1%	i	-1%	2%	1%	0.9
15) CNC(=O)NC(=O)CSc1nc2sccc2c(=O)n1-c1ccccc1
  i	0.9%	?	1%	i	2%	-12%	6%	1.4
16) COc1cccc(CN2CCN(Cc3cccn3-c3cccnc3)CC2CCO)c1 (centres undefined)
  i	-0.7%	9%	-1%	i	9%	3%	-9%	1.7
17) Cn1c(=O)c(C(=O)CN2CCc3ccccc32)c(N)n(Cc2ccccc2)c1=O
  i	1.8%	-6%	1%	i	1%	-7%	-3%	2.1
18) Cn1cnc(S(=O)(=O)N2CCCCC2c2cc(C(=O)Nc3ccc(F)c(Cl)c3)no2)c1 (centres undefined)
  i	8.8%	/	/	i	/	-10%	-14%	0.5
19) COc1cc(C(=O)n2nc(-c3ccco3)nc2NCc2ccc(Cl)cc2)cc(OC)c1OC
  /	-0.5%	11%	/	i	-2%	14%	15%	/
20) CCCCOC(=O)C1=C(C)NC(=O)NC1c1ccc([N+](=O)[O-])s1 (centres undefined)
  i	24%	9%	1%	i	5%	-27%	0%	-2.9
21) CC1CCCCN1C(=O)CSc1n[nH]c(-c2ccccc2Cl)n1 (centres undefined)
  /	4.4%	/	/	/	10%	-3%	?	/
22) Cc1cc(C)cc(N2CCCC2=O)c1
  i	0.3%	18%	2%	i	4%	6%	11%	-2.0
23) C=C(C)C(=O)Nc1cccc(C2=NOC3(C2)C[C@@H](C(N)=O)N(C(=O)/C(C)=C/C)C3)c1 (some centres undefined)
  i	-0.1%	6%	-1%	i	-3%	8%	0%	-4.2
24) CC(=O)Nc1ccc(NC(=O)CSc2nnc(C3CC3)n2-c2ccccc2)cc1
  i	0.3%	3%	0%	i	2%	-1%	6%	0.3
25) FC(F)(F)c1cccc(Nc2cc(-c3ccccc3)nc3ncnn23)c1
  i	-0.6%	-15%	1%	i	17%	-2%	-3%	0.9
26) CCN(C[C@H]1N[C@@](CC)(C(=O)OC)[C@H]2C(=O)N(C)C(=O)[C@@H]12)C(=O)NC(C)C
  i	0.6%	4%	2%	i	-6%	3%	6%	-0.1
27) CCCCn1c(N)c(N(CC(C)C)C(=O)c2cccc(S(=O)(=O)N(C)c3ccc(C)cc3)c2)c(=O)[nH]c1=O
  i	-0.8%	-6%	2%	?	2%	0%	13%	-1.0
28) COc1cccc(C(=O)NCC(=O)NCc2cc(=O)n(C)c(=O)n2C)c1OC
  i	0.2%	-15%	0%	i	2%	-25%	14%	0.4
29) CCn1c(SCC(=O)N2CCOCC2)nc2c([nH]c3ccccc32)c1=O
  i	-0.1%	1%	0%	i	-2%	2%	8%	2.3
30) COc1ccc([C@H]2CC(=O)C=C(c3ccc(F)cc3OCc3ccccc3)C2)cc1
  i	0.4%	?	-4%	i	4%	-16%	-6%	-0.6
31) Cc1c(N2C(=O)/C(=C\c3ccc(N(C)C)cc3)N(C)C2=S)c(=O)n(-c2ccccc2)n1C
  i	0.3%	-9%	-5%	?	15µM*	-16%	18%	-2.4
32) COc1ccc(N2CCN(C(=O)Cn3nc(Cc4cccnc4)c4ccccc4c3=O)CC2)cc1
  /	2.4%	-26%	/	/	4%	-12%	?	/
33) COc1cc(C2C(C#N)=C(C)NC(C)=C2C#N)cc(OC)c1OC
  i	0.1%	3%	-4%	i	-6%	-4%	4%	-1.0
34) COc1ccccc1CCN=C(N)NS(=O)(=O)c1cccs1
  i	3.7%	5%	3%	i	10%	-2%	?	0.7
35) O=C(CSc1nnc(CNC(=O)c2c(F)cccc2F)o1)c1ccc(Cl)cc1
  i	8.4%	/	/	i	/	-16%	-14%	-2.7
36) CCCCOC(=O)c1ccc(NC(=O)c2cc(=O)c3ccccc3o2)cc1
  /	1.4%	1%	/	i	-9%	-4%	-2%	/
37) O=[N+]([O-])c1cc(CN2CCCC2)c2cccnc2c1O
  i	0.4%	-7%	-1%	i	-19%	1%	6%	-1.9
38) Cc1ccc(-c2noc(CNC(=O)c3ccoc3C)n2)cc1
  i	0.4%	-7%	-2%	i	-3%	-7%	12%	-1.5
39) COc1ccc([N+](=O)[O-])cc1N(CC(=O)NCCSc1ccc(C)cc1)S(C)(=O)=O
  i	-0.5%	-4%	-1%	i	0%	-2%	-2%	-1.8
40) CSCCC(NC(=O)c1ccccc1Cl)C(=O)NCC1COc2ccccc2O1 (centres undefined)
  i	0.2%	-5%	1%	i	1%	13%	-2%	-1.3
41) N=C1/C(=C/c2ccc(OCc3ccccc3F)cc2)C(=O)N=C2SC(CC(=O)N3CCOCC3)=NN12
  i	0.4%	0%	-3%	i	-1%	-1%	-3%	-2.8
42) Cc1ccc(Cl)cc1NC(=O)Cn1ncc2c(C)n(Cc3ccccc3F)c(C)c2c1=O
  /	-0.5%	?	/	/	-3%	-51%	?	/
43) O=c1[nH]oc(O)c1-c1ncc(C(F)(F)F)cc1Cl
  i	0.0%	-1%	0%	i	0%	-7%	-6%	-3.8
44) CCn1c2ccc(C)cc2c2nnc(SCCN3CCOCC3)nc21
  i	0.7%	-18%	-2%	i	-2%	-3%	0%	1.0
45) COC(=O)CSc1nc2c(c(C3CC=CCC3)c1C#N)CCC2 (centres undefined)
  i	-0.2%	5%	2%	i	-1%	2%	0%	-3.8
46) CCOC(=O)CNC(=O)COc1coc(CN2CCN(c3ccccc3F)CC2)cc1=O
  i	0.1%	20%	0%	i	13%	0%	8%	-1.0
47) COC(=O)CCCC(=O)NC(C)c1cnn(-c2ccccc2C)c1C (centres undefined)
  i	0.3%	-6%	-1%	i	-9%	-9%	-3%	-2.3
48) C=CC(=O)N1c2ccccc2Sc2ccc(NC(=O)OCC)cc21
  i	?	?	/	?	?	-22%	16µM*	-1.8

Another view of some results above.
| entry | Structure | Akt phos inh | Nrf2 activator | Nrf2 inh | MmCpn inh | ATXN viability | A549 viability | HepG2 tox | TGFb inhibitor | CCT modulator |
| --- | --- | --- | --- | --- | --- | --- | --- | --- | --- | --- |
| 41 | N=C1/C(=C/c2ccc(OCc3ccccc3F)cc2)C(=O)N=C2SC(CC(=O)N3CCOCC3)=NN12 | i | 0.4% | 0% | -3% | i | -1% | -1% | -3% | -2.8 |
| 42 | Cc1ccc(Cl)cc1NC(=O)Cn1ncc2c(C)n(Cc3ccccc3F)c(C)c2c1=O | / | -0.5% | ? | / | / | -3% | -51% | ? | / |
| 43 | O=c1[nH]oc(O)c1-c1ncc(C(F)(F)F)cc1Cl | i | 0.0% | -1% | 0% | i | 0% | -7% | -6% | -3.8 |
| 44 | CCn1c2ccc(C)cc2c2nnc(SCCN3CCOCC3)nc21 | i | 0.7% | -18% | -2% | i | -2% | -3% | 0% | 1.0 |
